Bioassay records (PubChem)
Rac1 wt GTP bind – alters GTP binding to wildtype human Rac1 | 190,000 compounds, 0.27% hits | GST-Rac1 beads, fluorescent GTP binding, flow cytometry; actives lie on both sides; 0 = cold GTP competed, 100 = untreated | P63000 | GTP binding activity (% of control), % at 10 µM | AID 757;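 active = GTP binding activity at least 20 points away from the 100% control level, either lower or higher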
Rab7 wt GTP bind – modulators of GTP binding to dog Rab7 wildtype GTPase; GST-Rab7 beads, fluorescent GTP binding, flow cytometry; actives lie on both sides; untreated = 100%, excess cold GTP = 0%; 190,000 compounds, 0.055% hits; GTP binding activity (percent of control), % at 10 µM; AID 758;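 active = fluorescent GTP binding to Rab7 beads changed by at least 20 points from the 100% baseline, either direction, mostly lower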;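 note: median green fluorescence of bound Bodipy-FL-GTP per Rab7 bead population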
Pf gamet viab – kills late stage P. falciparum gametocytes. P. falciparum stage V gametocytes, ATP luminescence, 24 h. inhibition, % at 10.9 µM. 150,000 compounds, 0.065% hits. AID 743093;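 active = inhibition above the mean plus 3 SD of compounds within the control limits, set per campaign, cut at about 38% in these data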;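 note: 0% = DMSO wells and 100% = medium only without gametocytes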
HRas wt GTP – modulators of GTP binding to human HRas wildtype; GST-Ras wt beads, Bodipy-FL-GTP binding, flow cytometry; actives lie on both sides; GTP binding activity, % at 10 µM; 190,000 compounds, 0.14% hits;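 active = GTP binding activity at least 20% away from the 100% baseline, either lowered as inhibitor or raised as activator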;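 note: 0% = unlabeled GTP competition control and 100% = no-compound control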
Target sequence (P01112 whole entry, looked up): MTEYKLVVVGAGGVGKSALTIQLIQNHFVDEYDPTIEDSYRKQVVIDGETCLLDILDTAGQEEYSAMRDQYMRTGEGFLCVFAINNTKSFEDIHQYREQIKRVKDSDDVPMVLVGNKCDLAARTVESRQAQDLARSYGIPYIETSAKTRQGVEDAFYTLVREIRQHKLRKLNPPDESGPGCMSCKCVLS
Mcl1 Bid PPI – disrupts binding of human Mcl-1 to Bid peptide; Q07820; TR-FRET Mcl-1/Bid-Dy647 peptide binding, 1536-well; inhibition, % at 21.7 µM; 220,000 compounds, 0.97% hits; AID 1021;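 active = compounds that cut the binding signal by more than half at the single screening dose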;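 note: His-tagged Mcl-1 with europium anti-His antibody binding Bid BH3 peptide; 0% = Mcl-1 plus peptide wells and 100% = peptide-only wells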
Target sequence (Q07820 whole entry, looked up): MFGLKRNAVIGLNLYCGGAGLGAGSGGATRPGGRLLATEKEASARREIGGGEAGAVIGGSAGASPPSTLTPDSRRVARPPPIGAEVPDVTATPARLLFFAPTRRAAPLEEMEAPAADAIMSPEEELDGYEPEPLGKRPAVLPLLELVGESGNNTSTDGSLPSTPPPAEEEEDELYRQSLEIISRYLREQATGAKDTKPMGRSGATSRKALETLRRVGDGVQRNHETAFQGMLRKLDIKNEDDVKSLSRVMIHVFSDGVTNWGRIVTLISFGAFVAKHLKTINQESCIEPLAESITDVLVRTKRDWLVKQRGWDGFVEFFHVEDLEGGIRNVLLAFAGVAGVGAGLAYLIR
Rac1 act GTP bind – modulators of GTP binding to human Rac1 activated mutant; P63000; GST-Rac1 activated beads, fluorescent GTP binding, flow cytometry; actives lie on both sides; 100% means binding = to untreated wells; percent activity (GTP binding), % at 10 µM; 190,000 compounds, 0.11% hits;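 active = GTP binding at least 20 percentage points away from the 100% baseline, in either direction, so actives lie on both sides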
Bim-Mcl-1 – human Bim-Mcl-1 interaction inhibition; Q07820; Bead-based flow cytometry, Bim peptide-Mcl-1 binding; inhibition, % at 10 µM; 190,000 compounds, 0.1% hits; AID 1009; in the data active = inhibition above about 40%;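 note: 0% = no compound tracer wells and 100% = peptide blocker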
Cdc42 wt GTP – changes GTP binding to wildtype human Cdc42 | P60953 | GST-Cdc42 beads, Bodipy-GTP binding, flow cytometry; actives lie on both sides | percent activity (GTP binding), % at 10 µM | 190,000 compounds, 0.2% hits;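 active = percent activity GTP binding at least 20 points away from the 100% baseline, either down as inhibitor or up as activator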;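 note: median bead fluorescence of bound Bodipy-FL-GTP at 100 nM; 0% = excess unlabeled GTP control and 100% = no compound control; below 100% means less GTP binding so inhibitor and above means activator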
Target sequence (P60953 whole entry, looked up): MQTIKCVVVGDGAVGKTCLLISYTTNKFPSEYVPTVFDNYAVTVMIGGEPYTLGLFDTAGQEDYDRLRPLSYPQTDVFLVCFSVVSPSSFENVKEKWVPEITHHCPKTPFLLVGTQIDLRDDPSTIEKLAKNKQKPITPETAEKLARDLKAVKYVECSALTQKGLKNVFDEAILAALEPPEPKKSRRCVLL
Rab2A wt mod – changes GTP binding to wildtype dog Rab2A, up or down | GST-Rab2 wt beads, Bodipy-GTP binding, flow cytometry | AID 760 | GTP binding activity, % at 10 µM | 190,000 compounds, 0.19% hits | P61105;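 active = GTP binding activity at least 20 points away from 100%, either lowered or raised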;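 note: 0% = beads with excess unlabeled GTP and 100% = no-compound control corrected for plate trend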
Mcl1-Noxa inh – Mcl-1/Noxa interaction inhibition | TR-FRET Mcl-1/Noxa peptide binding, 2 h | inhibition, % at 21.7 µM | 220,000 compounds, 1.5% hits;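 active = compounds that cut the protein-peptide binding signal by more than 50% relative to plate controls in a single-dose test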;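 note: His-tagged Mcl-1 with rhodamine Noxa BH3 peptide and terbium anti-His antibody; 0% = Mcl-1 plus Noxa peptide wells and 100% = peptide-only wells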
Avidin fluor – compound fluoresces at 488/530 nm on avidin beads. compound fluorescence 488/530 nm, flow cytometry; active compounds read high. fluorescence (KMESF) at 10 µM. AID 1775. 220,000 compounds, 0.38% hits; in the data active = fluorescence above about 47; note: inactives centre near 10
* marks the source's active call; other numbers are inactive results; · = not tested or not shown. This is a random part of the collection; overall some 2.7% were active at least once.

Preview:
no. | Structure | Bim-Mcl-1 | Rac1 act GTP bind | Mcl1-Noxa inh | Rab2A wt mod | Pf gamet viab | Rab7 wt GTP bind | HRas wt GTP | Cdc42 wt GTP | Mcl1 Bid PPI | Rac1 wt GTP bind | Avidin fluor
1 | CC1(C)CCN(Cc2ccccc2)C1CC#N (configuration not stated) | 0.0 | 97.0 | 20.2 | 97.0 | -9.0 | 96.0 | 100.0 | 101.0 | -20.7 | 96.0 | 20
2 | O=C(COc1ccc(Cl)cc1)NNC(=O)C(=O)N1CCCCC1 | 0.0 | 100.0 | -9.7 | 102.0 | -12.1 | 99.0 | 101.0 | 102.0 | -14.1 | 100.0 | 9
3 | CC1CC(C)CN(C(=O)CSc2nc3ccsc3c(=O)n2Cc2ccccn2)C1 (configuration not stated) | -4.0 | 98.0 | 26.4 | 95.0 | · | 98.0 | 96.0 | 98.0 | -2.9 | 99.0 | 14

Results (from the top)
no. | Structure | Bim-Mcl-1 | Rac1 act GTP bind | Mcl1-Noxa inh | Rab2A wt mod | Pf gamet viab | Rab7 wt GTP bind | HRas wt GTP | Cdc42 wt GTP | Mcl1 Bid PPI | Rac1 wt GTP bind | Avidin fluor
1 | CC1(C)CCN(Cc2ccccc2)C1CC#N (configuration not stated) | 0.0 | 97.0 | 20.2 | 97.0 | -9.0 | 96.0 | 100.0 | 101.0 | -20.7 | 96.0 | 20
2 | O=C(COc1ccc(Cl)cc1)NNC(=O)C(=O)N1CCCCC1 | 0.0 | 100.0 | -9.7 | 102.0 | -12.1 | 99.0 | 101.0 | 102.0 | -14.1 | 100.0 | 9
3 | CC1CC(C)CN(C(=O)CSc2nc3ccsc3c(=O)n2Cc2ccccn2)C1 (configuration not stated) | -4.0 | 98.0 | 26.4 | 95.0 | · | 98.0 | 96.0 | 98.0 | -2.9 | 99.0 | 14
4 | CN(C)c1ccc(/C=N/Nc2cc(N3CCOCC3)nc(N3CCOCC3)n2)cc1 | 0.0 | 97.0 | 9.5 | 100.0 | · | 107.0 | 100.0 | 100.0 | -31.1 | 106.0 | 9
5 | O=c1[nH]n(-c2ccc(Cl)cc2)c(=O)c(Cl)c1Cl | -2.0 | 98.0 | 31.1 | 101.0 | -3.9 | 101.0 | 102.0 | 103.0 | 3.3 | 103.0 | 37
6 | COC(=O)c1sccc1NC(=O)/C=C/C(=O)O | 0.0 | 93.0 | 5.3 | 98.0 | -12.6 | 94.0 | 95.0 | 96.0 | -5.7 | 95.0 | 6
7 | COc1ccc(C(=O)N2CCC(=O)N(C(CO)Cc3ccccc3)CC2)cc1 (configuration not stated) | -4.0 | 99.0 | 12.3 | 104.0 | · | 103.0 | 105.0 | 104.0 | 0.9 | 108.0 | 10
8 | NNC(=O)c1cccc(COc2ccc(Br)cc2)c1 | -4.0 | 97.0 | 16.7 | 96.0 | 2.0 | 100.0 | 96.0 | 96.0 | -0.7 | 103.0 | 22
9 | COC(=O)CNC(=O)CN1C(=O)N(c2ccccc2)C(N(O)C(=O)Nc2ccccc2)C1(C)C (configuration not stated) | -4.0 | 101.0 | 5.5 | 101.0 | -17.9 | 99.0 | 102.0 | 99.0 | -2.7 | 98.0 | 14
10 | CCOC(=O)C1=C(c2ccccc2)N=c2s/c(=C\c3cc(OC)c(OC)c(OC)c3)c(=O)n2C1c1cccs1 (configuration not stated) | 2.0 | 100.0 | -23.0 | 103.0 | · | 100.0 | 103.0 | 102.0 | -32.0 | 100.0 | 5
11 | COC(=O)CC1=NN(c2ccc(OC)cc2)C(=O)C1 | 32.0 | 96.0 | 1.1 | 99.0 | -14.4 | 110.0 | 99.0 | 95.0 | -33.7 | 100.0 | 9
12 | Cn1cc(S(=O)(=O)CC(=O)N2CCCc3ccccc32)c2ccccc21 | -1.0 | 98.0 | -1.7 | 102.0 | · | 102.0 | 100.0 | 100.0 | -16.3 | 102.0 | 7
13 | O=C(Nc1ccc(F)cc1)C1CC(=O)n2ncnc2N1 (configuration not stated) | 0.0 | 93.0 | -16.6 | 92.0 | · | 94.0 | 92.0 | 94.0 | -6.6 | 94.0 | 23
14 | C=CCOc1ccc(C2NC(=O)NC(C)=C2C(=O)OC)cc1 (configuration not stated) | -1.0 | 96.0 | -38.2 | 98.0 | -7.2 | 98.0 | 96.0 | 99.0 | -26.7 | 100.0 | 12
15 | O=C1/C(=C/c2ccco2)Oc2c1ccc(O)c2CN1CCCCC1 | 1.0 | 100.0 | 53.9* | 98.0 | · | 102.0 | 103.0 | 106.0 | -13.4 | 109.0 | 9
16 | NC(=S)NC(=O)/C=C/c1ccccc1 | -7.0 | 100.0 | -3.6 | 100.0 | · | 95.0 | 101.0 | 102.0 | -43.0 | 100.0 | 8
17 | Cc1cc(C)cc(-c2nnc(SCC(=O)N3CCN(C(=O)c4ccco4)CC3)o2)c1 | -2.0 | 93.0 | 5.3 | 94.0 | · | 94.0 | 97.0 | 95.0 | 2.6 | 95.0 | 12
18 | O=C(C(Cc1ccccc1)n1cccc1)N1CCN(Cc2ccccc2)CC1 (configuration not stated) | -3.0 | 97.0 | -7.0 | 101.0 | · | 96.0 | 99.0 | 99.0 | -36.1 | 101.0 | 3
19 | CCCCNS(=O)(=O)c1ccc(NC(=O)Cc2ccc(OC)cc2)cc1 | 0.0 | 95.0 | -0.2 | 95.0 | 4.9 | 93.0 | 96.0 | 94.0 | 1.6 | 98.0 | 11
20 | CC(C)c1ccc(O)c(NC(=S)NC(=O)c2cccnc2)c1 | 0.0 | 95.0 | 0.2 | 98.0 | -10.9 | 101.0 | 96.0 | 95.0 | -32.5 | 100.0 | 4
21 | O=C1c2ccccc2C(=O)N1CCCCSc1nc2ccccc2o1 | -3.0 | 96.0 | 9.0 | 100.0 | · | 98.0 | 100.0 | 98.0 | 4.0 | 101.0 | 11
22 | CCCNC(=O)NCCc1c(C)[nH]c2ccccc12 | 2.0 | 99.0 | 8.7 | 100.0 | · | 98.0 | 98.0 | 101.0 | -32.8 | 102.0 | 6
23 | COc1ccc(-c2nn(-c3ccccc3)cc2/C=N/NC(=O)c2ccc(Br)o2)cc1 | 2.0 | 99.0 | 6.3 | 100.0 | -32.0 | 98.0 | 100.0 | 102.0 | 0.5 | 100.0 | 8
24 | Cc1cc(C)n(C2CCCCC2OC(=O)c2ccccc2)n1 (configuration not stated) | -4.0 | 97.0 | 11.4 | 97.0 | 11.5 | 104.0 | 100.0 | 96.0 | -1.1 | 104.0 | 17
25 | Cc1cccc(NC(=O)NCc2ccc3[nH]c(C)cc3c2)c1 | 1.0 | 94.0 | -8.1 | 99.0 | · | 102.0 | 100.0 | 96.0 | -43.4 | 93.0 | 25
26 | N#Cc1ccc(OCC(=O)NN2Cc3ccccc3C2=N)cc1 | 1.0 | 96.0 | 8.1 | 99.0 | -5.5 | 105.0 | 99.0 | 98.0 | -4.5 | 97.0 | 11
27 | NS(=O)(=O)c1ccc(NC(=O)COC(=O)/C(=C/c2cccs2)c2cccs2)cc1 | -1.0 | 94.0 | 16.7 | 94.0 | -18.4 | 98.0 | 95.0 | 96.0 | -35.0 | 95.0 | 8
28 | CC(C)C(c1nnnn1C(C)(C)C)N1CCN(c2cccc(Cl)c2)CC1 (configuration not stated) | -6.0 | 95.0 | 0.0 | 95.0 | -16.3 | 94.0 | 96.0 | 97.0 | -12.6 | 97.0 | 7
29 | CCC(C)NC(=O)c1ccccc1NC(=O)c1ccc(CSc2ccccc2)cc1 (configuration not stated) | -2.0 | 101.0 | -2.8 | 100.0 | 24.5 | 99.0 | 100.0 | 99.0 | -10.5 | 102.0 | 3
30 | COc1cccc(NC2c3ccccc3C(=O)N2Cc2ccco2)c1 (configuration not stated) | 0.0 | 96.0 | 4.0 | 99.0 | · | 103.0 | 98.0 | 98.0 | -32.1 | 103.0 | 7
31 | COC(=O)c1ccccc1NC(=O)C1CCCN(S(=O)(=O)c2ccc(F)cc2)C1 (configuration not stated) | -3.0 | 104.0 | 10.0 | 107.0 | -6.8 | 101.0 | 105.0 | 102.0 | -15.9 | 103.0 | 9
32 | O=C1C(=C2SCCCS2)CC/C1=C\c1ccc(F)cc1 | -7.0 | 94.0 | 2.8 | 94.0 | · | 93.0 | 95.0 | 96.0 | -3.8 | 97.0 | 4
33 | COc1ccccc1N1CCN(C2=NS(=O)(=O)c3ccccc32)CC1 | -6.0 | 97.0 | -2.6 | 95.0 | · | 93.0 | 94.0 | 95.0 | -10.2 | 96.0 | 11
34 | CCOc1ccc(C2CC(c3ccccc3C)n3nc(N)nc3N2)cc1 (configuration not stated) | -2.0 | 94.0 | 20.2 | 97.0 | · | 101.0 | 98.0 | 99.0 | -7.0 | 101.0 | 23
35 | C/C(Cl)=C\Cn1c(Nc2cccc(C)c2)nc2c1c(=O)n(C)c(=O)n2C | -2.0 | 99.0 | -1.8 | 101.0 | 10.7 | 99.0 | 100.0 | 102.0 | -14.4 | 102.0 | 5
36 | O=C1C(Cl)=C(N2CCOCC2)C(=O)N1c1cccc(Cl)c1 | -2.0 | 98.0 | 22.8 | 104.0 | · | 99.0 | 101.0 | 105.0 | -23.0 | 102.0 | 7
37 | CCC(C)n1[nH]c(=O)c2c(C)cc(C)nc21 (configuration not stated) | -2.0 | 98.0 | 3.4 | 96.0 | · | 96.0 | 100.0 | 101.0 | -59.5 | 101.0 | 20
38 | CSc1nc2ccccc2c(=O)n1C1CCOC(C)(C)C1 (configuration not stated) | 0.0 | 99.0 | 21.4 | 102.0 | -3.7 | 107.0 | 100.0 | 100.0 | -11.6 | 105.0 | 27
39 | Cc1c(-n2cc(C(=O)c3cc(Br)ccc3O)cc(C#N)c2=O)c(=O)n(-c2ccccc2)n1C | 0.0 | 97.0 | 13.1 | 99.0 | 3.4 | 96.0 | 100.0 | 100.0 | -52.4 | 97.0 | 12
40 | Nc1nc(-c2ccco2)nn1C(=O)CCc1ccccc1 | 2.0 | 100.0 | 10.2 | 98.0 | · | 97.0 | 99.0 | 103.0 | -30.3 | 104.0 | 7
41 | CCOC(=O)c1[nH]c(C)c(/C(O)=C2\C(=O)C(=O)N(CCCN3CCOCC3)C2c2cccnc2)c1C (configuration not stated) | 0.0 | 101.0 | -0.3 | 109.0 | · | 103.0 | 107.0 | 109.0 | -16.1 | 104.0 | 7
42 | O=C(NCCSCc1ccco1)Nc1ccc(Cl)cc1 | -2.0 | 99.0 | -5.2 | 100.0 | -7.4 | 101.0 | 101.0 | 103.0 | -31.6 | 101.0 | 8
43 | O=C(COC(=O)CSCc1ccccc1)NCc1ccccc1 | 0.0 | 96.0 | 0.7 | 98.0 | 2.3 | 102.0 | 99.0 | 95.0 | -12.2 | 99.0 | 11
44 | Cc1cc(C(=O)CN2C(=O)NC3(CCCc4ccccc43)C2=O)c(C)n1Cc1ccccc1 (configuration not stated) | 3.0 | 100.0 | -3.3 | 102.0 | · | 105.0 | 101.0 | 102.0 | -18.0 | 103.0 | 10
